# ASM inhibitor = inhibitors of human secretory acid sphingomyelinase; AID 504937; P17405; 340,000 tested, 0.006% active; Potency, µM (highest dose often 57.5 µM), inactives show top-dose activity change, negative = inhibition, usual class: inhibitors; placental ASM, HMU-PC fluorogenic substrate, 60 min; also: potency is read from the fitted curve at half-maximal effect
#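 HMU-PC0 cleavage (9 uM final) by human placental ASM, 60 min at 37 °C following 10 min compound exposure at RT; stopped at pH 10, fluorescence Ex 386/Em 447 nm.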
# Eya2 inh = inhibitors of human Eya2 phosphatase activity; O00167; recombinant Eya2, OMFP fluorescence dephosphorylation (OMFP is methylfluorescein phosphate); Potency, µM (top dose mostly 76.9 µM), for the others: top-dose activity, negative = inhibition, hits mostly inhibitors; 330,000 tested, 0.006% active; also: potency is read from the fitted curve at half-maximal effect; % is scaled to controls: 0 for no effect and ±100 for the full control effect
#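 Eya2 (0.2 uM) preincubated 10 min at ambient with compound, then OMFP substrate added at 50 uM; 10 min reaction in 50 mM HEPES pH 7.5, 50 mM NaCl, 5 uM MgCl2, 0.05% BSA, 1 mM DTT. Fluorescence read at Ex 485/Em 525 nm.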
# PKM2 act = PKM2 (human) enzyme activation | P14618 | purified PKM2, Kinase-Glo ATP luminescence, activation; response scale: 0% is enzyme alone, no compound | Potency, µM (highest dose often 57.5 µM), without a hit: at the highest dose activation, usual class: activators | 260,000 tested, 0.34% active; also: potency is read from the fitted curve at half-maximal effect; % is scaled to controls: 0 for no effect and ±100 for the full control effect; nearly all actives have a fitted effect of over 55% in size
#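 Kinase-Glo luminescence reports ATP generated from ADP (0.1 mM) and PEP (0.5 mM) by purified hPK-M2 after 1 h at room temperature, pH 7.2 imidazole buffer; intermediate enzyme activity allows detecting inhibitors and activators.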
# USP2a inh = inhibitors of human ubiquitin-specific protease USP2a; Potency, µM (top dose mostly 38.3 µM), without a hit: top-dose activity change, negative = inhibition, usual class: inhibitors; USP2 core, Ub-CHOP2 coupled fluorogenic reporter, 485/531; 330,000 tested, 0.01% active; AID 463254;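 also: potency is read from the fitted curve at half-maximal effect; plate controls were DMSO wells for no effect and full inhibition by NEM control for full effect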
#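 USP2 core (10nM final) preincubated 30min RT with compound in 20mM Tris-HCl pH 8.0, 2mM CaCl2, 2mM beta-mercaptoethanol, 0.05% CHAPS; 25nM Ub-CHOP2 plus 25nM reporter substrate added, fluorescence (Ex485/Em531) read after 60min.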
# BCR signal inh = chronic active BCR signaling inhibition; ABC-DLBCL IkBa-CBG/CBR reporter, luminescence ratio, 4 h; Potency, µM (series often up to 46.1 µM), for inactives: top-dose ratio change, negative = lower green/red ratio, hits mostly inhibitors; 340,000 tested, 0.05% active; AID 493014; active = well fitted inhibition curve with a large enough effect in the signal ratio, with a control signal flat, not every such curve was filed as active; inconclusive = small, poorly fitted or top-dose-only effect, or effect the other way, or a change in a side signal; the % refers to the signal ratio;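 also: potency is read from the fitted curve at half-maximal effect; plate controls were basal doxycycline-induced cells for no effect and cells given 10 µM MG132 for full effect; MG132 reads +100%, hits lower the ratio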
#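 Concentration-response series (up to 46 uM) were applied to TMD8 dual-reporter cells for 4 h at 37C with doxycycline. Green/red ratio, after filter-overlap correction, defined %Activity; red signal alone was normalised to basal cells and zero luminescence.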
# Menin MLL FP TR = displaces Texas Red mutant MLL peptide from human menin | 270,000 tested, 0.23% active | O00255 | Potency, µM (series often up to 61.6 µM), for inactives: at the top dose FP activity change, negative = inhibition, most hits filed as inhibitors | Menin + Texas Red MLL mutant peptide, fluorescence polarization; active = well fitted inhibition curve with a large enough effect in the polarisation, with a control signal flat, not every such curve was filed as active; inconclusive = small, poorly fitted or top-dose-only effect, or effect the other way, or a change in a side signal; inactive = no such curve, though single readings can be large or run the other way; the % refers to the polarisation; also: potency is read from the fitted curve at half-maximal effect; % of control where 0% means no effect; many of its hits are not listed in these tables
# GALK inh = inhibitors of human galactokinase | 270,000 tested, 0.007% active | Purified GALK, Kinase-Glo residual ATP luminescence | Potency, µM (series often up to 57.5 µM), without a hit: at the highest dose activity change, negative = inhibition, most hits filed as inhibitors | P51570 | AID 1868; also: potency is read from the fitted curve at half-maximal effect; % is scaled to controls: 0 for no effect and ±100 for the full control effect
#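 Galactose (100 uM) and ATP (35 uM) were turned over by 5 nM GALK for 1 h at RT. Kinase-Glo Plus then converted the remaining ATP into a luminescent signal.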
# Mito fusion act = mitochondrial division inhibition or fusion activation | S. cerevisiae fusion-defective mutant growth rescue, CellTiterGlo 48 h | Potency, µM (highest dose often 46.1 µM), for the others: top-dose growth rescue (activation), usual class: activators | 320,000 tested, 0.23% active;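 also: potency is read from the fitted curve at half-maximal effect; % of control where 0% means no effect; nearly all actives have a fitted effect of over 45% in size; temperature-sensitive fusion mutants such as fzo1-1 at 37 °C on non-fermentable ethanol glycerol medium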
#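 Yeast fusion mutant, YPEG (non-fermentable carbon), compound, 48 h at 37C non-permissive; CellTiterGlo added, 10 min RT, luminescence read. Rescued growth = division inhibition.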
# hERG WT inh = inhibitors of human wildtype KCNH2 potassium channel. Q12809. U2OS, BacMam KCNH2, thallium flux FluxOr; stronger effect = lower value. activity change, % at 1.84 µM. 340,000 tested, 0.37% active. AID 720551;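 active = maximum activity change below -70%; inconclusive = maximum activity change between -70% and -50%; inactive = maximum activity change above -50%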; also: % is scaled to controls: 0 for no effect and ±100 for the full control effect
# Target sequence (Q12809 whole entry, looked up): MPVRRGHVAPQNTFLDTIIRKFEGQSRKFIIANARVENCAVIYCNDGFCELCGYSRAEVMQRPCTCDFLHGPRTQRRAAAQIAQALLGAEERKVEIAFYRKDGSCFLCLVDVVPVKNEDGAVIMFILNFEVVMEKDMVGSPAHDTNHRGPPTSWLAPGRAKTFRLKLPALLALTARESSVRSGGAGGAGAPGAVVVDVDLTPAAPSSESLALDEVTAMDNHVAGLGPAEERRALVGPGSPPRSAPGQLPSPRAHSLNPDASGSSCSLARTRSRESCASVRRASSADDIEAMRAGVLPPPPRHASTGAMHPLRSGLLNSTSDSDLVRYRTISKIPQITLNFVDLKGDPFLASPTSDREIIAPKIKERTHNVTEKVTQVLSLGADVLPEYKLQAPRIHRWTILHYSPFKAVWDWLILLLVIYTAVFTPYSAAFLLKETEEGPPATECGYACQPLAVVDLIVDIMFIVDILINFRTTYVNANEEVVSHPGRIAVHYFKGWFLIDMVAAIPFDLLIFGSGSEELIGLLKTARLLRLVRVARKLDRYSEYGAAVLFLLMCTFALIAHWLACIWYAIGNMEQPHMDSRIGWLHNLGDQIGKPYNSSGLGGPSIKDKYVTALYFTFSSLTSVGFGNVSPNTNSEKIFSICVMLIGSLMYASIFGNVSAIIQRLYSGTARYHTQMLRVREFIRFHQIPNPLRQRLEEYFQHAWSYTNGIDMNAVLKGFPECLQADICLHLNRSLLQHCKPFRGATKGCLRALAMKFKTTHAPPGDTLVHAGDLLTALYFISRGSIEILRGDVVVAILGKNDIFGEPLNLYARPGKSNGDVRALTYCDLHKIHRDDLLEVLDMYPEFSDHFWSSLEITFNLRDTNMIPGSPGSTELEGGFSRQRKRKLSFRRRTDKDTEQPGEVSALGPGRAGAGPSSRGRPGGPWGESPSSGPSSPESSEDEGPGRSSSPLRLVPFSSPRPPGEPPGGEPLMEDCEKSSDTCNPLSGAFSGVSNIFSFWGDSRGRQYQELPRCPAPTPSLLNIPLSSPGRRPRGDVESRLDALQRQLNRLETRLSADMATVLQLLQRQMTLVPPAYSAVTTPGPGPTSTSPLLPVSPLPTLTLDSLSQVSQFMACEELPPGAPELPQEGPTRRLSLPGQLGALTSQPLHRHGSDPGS
#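 U2OS cells were transduced with wild-type KCNH2 virus (2.03 x 10^8 / mL) for 4 h at room temperature, then cultured overnight at 37 C. Thallium flux was read with FluxOr dye. Rate constants were normalized to DMSO controls.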
# TSHR antag = human thyrotropin receptor antagonism. P16473. TSHR-expressing cells, TSH-stimulated cAMP HTRF, 2 h; stronger effect = lower value. activity change, negative = inhibition, % at 11.5 µM. 330,000 tested, 0.2% active. AID 504810;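 active = activity change below a set negative limit, meaning inhibition stronger than a set level, cut at about -70% in these data; inconclusive = activity change between two set negative limits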; also: % is scaled to controls: 0 for no effect and ±100 for the full control effect
#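 Inhibition of cAMP made by TSHR-expressing cells under TSH stimulation (4nM final, EC80; 2 h, 37 deg C) is quantified with a one-step lysis HTRF kit, anti-cAMP cryptate versus cAMP-d2.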
# MBNL1 CUG block = inhibitors of human MBNL1 binding to CUG repeat RNA | AID 2675 | Q9NR56 | 280,000 tested, 0.036% active | Potency, µM (series often up to 57.5 µM), for inactives: top-dose activity change, negative = inhibition, hits mostly inhibitors | TR-FRET MBNL1-His/biotin-(CUG)12 binding, 665/545 ratio; active = well fitted inhibition curve with a large enough effect in the signal ratio, with a control signal flat, not every such curve was filed as active; inconclusive = small, poorly fitted or top-dose-only effect, or effect the other way, or a change in a side signal; inactive = no such curve, though single readings can be large or run the other way; the % refers to the signal ratio; also: potency is read from the fitted curve at half-maximal effect; % is scaled to controls: 0 for no effect and ±100 for the full control effect
#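 Ratiometric TR-FRET (665 over 545 nm, excitation 340 nm) tracks disruption of MBNL1-His/biotin-(CUG)12 complex after 60 min at room temperature, with compounds at 92 nM to 58 uM final.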
# * marks the source's active call; other numbers are inactive results; ? = inconclusive; nt = no result given; & = joins results of further samples; [ ] = remark or other dose. Unless noted, calls follow the shape of the dose curve; as a rule, active = well fitted curve in the direction sought with a large enough effect; inconclusive = small, poorly fitted or top-dose-only effect, or another doubt; inactive = no such curve, though single readings can be large; an effect the other way counts as inactive or inconclusive. An excerpt; count on the stated rates, not on these rows.
SMILES,ASM inhibitor,Eya2 inh,PKM2 act,USP2a inh,BCR signal inh,Menin MLL FP TR,GALK inh,Mito fusion act,hERG WT inh,TSHR antag,MBNL1 CUG block
CC1CN(C(=O)C2CCCN2S(=O)(=O)c2ccc(Cl)cc2)CC(C)O1 (stereo not drawn),5%,12%,-9%,0%,-9%,-13%,0%,0%,-10,12,-4%
Cn1cccc1C(=O)OCC(=O)Nc1ccc2[nH]c(=O)[nH]c2c1,6%,-13%,nt,4%,-1%,nt,nt,nt,-1,7,nt
Cc1ccc(S(=O)(=O)n2nc(-c3cccnc3)nc2N)cc1,1%,-10%,17%,2%,0%,2%,6%,4%,23,3,8%
CN1CCN(C(N)=NC(=O)c2ccccc2)CC1,-1%,-5%,-9%,-2%,6%,8%,0%,-3%,2,5,-21%
CC(C)c1ccccc1NC(=O)COC(=O)c1cccnc1,0%[11.5 µM],-10%,5%,-1%,-8%,-15%,15%,12%,2,6,0%
COc1ccc(-c2nnc(SCC(=O)c3cccs3)o2)cc1,4%,12%,2%,-1%,-5%,-1%,10%,0%,-5,-11,63%[activator]
N#Cc1cccc(C(=O)N(CCc2ccccc2)Cc2cccs2)c1,-3%,4%,8%,?,9%,?,4%,8%,-1,-5,0%
COc1ccc([N+](=O)[O-])cc1/C=N/Nc1nc(N2CCCCC2)nc(N2CCCCC2)n1,-16%,-11%,2%,3%,4%,10%,0%,-4%,1,6,-1%
CC(C)n1nc(C(=O)Nc2ccc3c(c2)OCO3)c2ccccc2c1=O,-4%,-4%,nt,1%,-2%,nt,nt,0%,-2,2,nt
Cc1cccc(N(CC(=O)NCCc2ccccc2)C(=O)c2csnn2)c1,-1%,1%,1%,-4%,13%,-13%,7%,0%,-9,40,-8%
CC(C)(C)NC(=O)Cn1c(SCC(N)=O)nc2ccccc21,-1%,17%,-5%,2%,7%,3%,2%,0%,-6,3,-11%
OCCN1CCN(c2cc(-c3ccccc3)c3ccccc3n2)CC1,16%,3%,-6%,1%,-5%,-20%,2%,-13%,24,2,nt
Cc1cc(Cl)c(S(=O)(=O)N2CCN(c3ccccn3)CC2)cc1OCC(=O)NC1CCCCC1,-1%,0%,-7%,-8%,?,nt,-2%,2%,8,-7,-3%
COc1ccc(OC)c(Nc2ncnc3ccccc23)c1,4%,-6%,-6%,-4%,-17%,2%,2%,-2%,-1,-3,3%
CCOC(=O)C1C(=O)OC(C)(C)C1C(C)C(=O)c1ccccc1 (stereo not drawn),1%,-17%,-11%,0%,?,1%,-2%,0%,5,4,-6%
CCCCCCCCC(=O)NNC(=O)c1c(O)c2ccccc2n(CC)c1=O,-5%,-14%,-6%,-2%,-28%,-6%,6%,5%,-2,-6,-7%
O=C(O)c1ccccc1-c1nc2ccccc2c(=O)[nH]1,-4%,-5%,-5%,-7%,-6%,4%,2%,2%,0,-7,-4%
COc1ccc(CC(=O)Nc2cccc(Cl)c2C)cc1S(=O)(=O)N1CCOCC1,8%,15%,nt,1%,?,nt,nt,-1%,11,4,nt
CC(OC(=O)C1CCN(c2ccc(C(F)(F)F)cn2)CC1)C(=O)Nc1cccc([N+](=O)[O-])c1 (stereo not drawn),-12%,3%,nt,-10%,?,nt,nt,1%,0,?,nt
O=C(Nc1ccc(Cl)cc1)c1ccc2ncsc2c1,-1%,-13%,nt,-2%,?,68%[activator],nt,-66%[inhibitor],3,-7,42%[activator]
Cc1cc(C)n(-c2cccc3cccnc23)n1,2%,-13%,-1%,1%,1%,11%,0%,-15%,1,3,-8%
COc1ccccc1CNS(=O)(=O)c1ccc(S(=O)(=O)NC2CC2)cc1,5%,7%,0%,-2%,8%,?,-1%,8%,0,10,0%
Cn1nc(C(C)(C)C)c([N+](=O)[O-])c1C(=O)Nc1cccc2ccccc12,-14%,4%,4%,1%,9%,nt,-2%,13%,1,-19,-7%
O=C(NC1=NCCS1)c1ccccc1Cl,3%,-5%,7%,0%,-6%,1%,3%,0%,9,-4,-5%
O=C(c1ccc(COc2ccc(Cl)cc2)o1)N1CCN(Cc2ccc3c(c2)OCO3)CC1,-1%,?,-3%,-1%,-18%,1%,-3%,?,-1,3,8%
SMILES,ASM inhibitor,Eya2 inh,PKM2 act,USP2a inh,BCR signal inh,Menin MLL FP TR,GALK inh,Mito fusion act,hERG WT inh,TSHR antag,MBNL1 CUG block
Oc1cc(-c2cccnc2)cc2cccnc12,7%,-1%&4%,nt,-6%&-1%,?,nt,nt,11%&-3%,nt,18&12,nt
CN(CC(=O)Nc1ccccc1Br)C(=O)Cn1[nH]c(=O)c2ccccc2c1=O,0%,-10%,nt,0%,?,nt,nt,-4%,-22,25,nt
NC(=O)c1c(NC(=O)C(=O)N2CCOCC2)sc2c1CCC2,-2%,-14%,nt,1%,10%,9%,0%,-4%,0,-4,?
O=C(CCCCO)c1ccc(O)c(Cl)c1,3%,3%,nt,0%,-2%,nt,nt,-7%,-8,-4,nt
CS(=O)(=O)N1CCN(C(=S)NCc2ccc(F)cc2)CC1,5%,3%,-4%,0%,7%,-9%,-3%,-3%,-1,-3,?
Cc1cc(Cl)c2ccc(Cl)cc2n1,-2%,5%,-1%,1%,6%,nt,0%,-2%,-4,-8,nt
Cc1cc(=O)n(-c2ccc(Cl)cc2)c(=O)[nH]1,2%,8%,0%,2%,?,5%,1%,-8%,4,6,1%
O=C(CN1C(=O)/C(=C/c2ccc(Cl)cc2)SC1=S)NC1C=CS(=O)(=O)C1 (stereo not drawn),1%,-4%,nt,0%,-4%,54%[activator],5%,0%,16,14,4%
Cc1ccccc1NC(=O)CC1SC(=O)N(c2ccccc2)C1=O (stereo not drawn),-6%,2%,-2%,-5%,?,nt,0%,-4%,6,13,8%
Cc1nn(Cc2c(F)c(F)c(F)c(F)c2F)c(C)c1NC(=O)c1c([N+](=O)[O-])cnn1C,-7%,-12%,-1%,0%,?,nt,-3%,1%,6,-1,15%
Cc1cccc(N2C(=O)N(c3ccccc3C)C3CS(=O)(=O)CC32)c1 (stereo not drawn),0%,nt,-6%,nt,nt,-2%,3%,-2%,-6,nt,7%
COc1ccc(S(=O)(=O)N2CCC(C(=O)NCc3cccnc3)CC2)cc1Cl,9%,3%,nt,2%,6%,-14%,4%,0%,-2,4,6%
Cc1ccc(OCCOCCn2cnc3ccccc3c2=O)c([N+](=O)[O-])c1,-1%,0%,2%,1%,0%,-8%,2%,4%,-1,-1,14%
CC1(C)CC2(CCCN3C(=O)CSC32)CCS1 (stereo not drawn),3%,-10%,?,1%,2%,-3%[11.7 µM],4%,1%,6,?,-10%
O=C(NCC(c1ccco1)N1CCCCC1)c1cnc(Cl)c(Cl)c1 (stereo not drawn),3%,0%,nt,0%,9%,nt,nt,nt,-7,-8,nt
CC(=O)c1c(C)nc(-c2ccc(Cl)cc2)nc1N=CN(C)C,-3%,9%,20%,-2%,9%,?,0%,1%,-4,-5,?
Cc1ccccc1Cc1c(C)nc2nc(SCC(=O)NCCCN3CCCCC3)nn2c1C,0%,-7%,0%,0%,1%,-20%,9%,4%,-5,13,1%
COc1ccccc1N(C)S(=O)(=O)c1ccc(Cl)c(C(=O)NCC2(N(C)C)CCCCC2)c1,5%,-9%,nt,1%,13%,nt,nt,-9%,18,0,nt
CC(=O)N1CCOc2ccc(S(=O)(=O)Nc3ccc(Cl)cn3)cc21,4%,4%,nt,2%,6%,-13%,3%,0%,-14,2,1%
O=C(c1ccc(NS(=O)(=O)c2ccc(Cl)c(Cl)c2)cc1)N1CCOCC1,-4%,?,nt,6%,?,nt,nt,-3%,16,-8,nt
OCc1nnn(-c2cccc(C(F)(F)F)c2)c1CO,2%,-10%,-1%,1%,?,nt,-1%,2%,1,-3,-8%
CC(C)(C)C1CCC(C(=O)Nc2ccc(N3CCOCC3)cc2N2CCOCC2)CC1 (stereo not drawn),-9%,-12%,nt,4%,1%,nt,nt,19%,-9,1,nt

# Assay outcomes from PubChem.
